XiGFP reactiv: activators of X-chromosome reactivation in mouse fibroblasts. 0.055% of 360,000 active. activation, % at 7.58 µM. XiGFP mouse fibroblasts, % GFP-positive cells imaging, 3 d; cells co-treated with 5-aza-dC sensitizer; scaled so ellipticine positive control = 100%;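 active means mean normalized replicate activation at least 10% and every replicate at or above 10%; inconclusive means only one of the two criteria met; inactive means mean below 10% and not all replicates reach 10%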;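 further: 0% = median of on-plate neutral control wells and 100% = ellipticine 6 µM median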
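assay system = SV40-immortalized XiGFP fibroblast cells, line 68-5-11 | buffer or medium = DMEM plus 5-aza-dC sensitizer | doses = single-point pinned compound dosing | times = 3-day compound exposure, then 15 min fixation at room temperature | benchmarks = positive control ellipticine, 6 µM final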
RAD52 anneal inh: blocks human RAD52 DNA annealing; 0.46% of 360,000 active; inhibition, % at 18.7 µM; recombinant RAD52 DNA annealing, FRET fluorescence; P43351; AID 651710;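 active means every replicate showing at least 50% inhibition; inconclusive means mean inhibition at least 50% but not in every replicate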
F508del corr: correctors of CFTR F508del function in bronchial epithelial cells; AID 720511; CFBE cells, YFP halide quenching; stimulated with forskolin plus potentiator P3; % fluorescence drop versus neutral controls; 0.36% of 350,000 active; activity (quench increase), % at 7.58 µM;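 active means mean added fluorescence quench of at least 8% versus neutral control, with both replicates also reaching 8%; inconclusive means only one of the mean or replicate conditions met; inactive means mean below 8% and not both replicates reaching 8%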;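 further: cells transiently co-express mutant CFTR-F508del with the halide-sensitive YFP; corrector assay measuring rescue of mutant channel to the surface after 24 h compound exposure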
RAD54 inh: blocks human RAD54 Holliday junction branch migration. Q92698. FAM/BHQ fluorescence. inhibition, % at 10.4 µM. 0.14% of 360,000 active. AID 602329;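 active means mean normalized replicate activity at least 40 and at least half of replicates scoring 40 or more; inconclusive means only one of the two criteria met; inactive means mean below 40 and under half of replicates reaching 40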;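 further: 0% = median of neutral control wells and 100% = median of positive control wells; inhibitors cause a drop in the FAM fluorescence signal; in these data hits start at about 50%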
Target sequence (Q92698 whole entry, looked up): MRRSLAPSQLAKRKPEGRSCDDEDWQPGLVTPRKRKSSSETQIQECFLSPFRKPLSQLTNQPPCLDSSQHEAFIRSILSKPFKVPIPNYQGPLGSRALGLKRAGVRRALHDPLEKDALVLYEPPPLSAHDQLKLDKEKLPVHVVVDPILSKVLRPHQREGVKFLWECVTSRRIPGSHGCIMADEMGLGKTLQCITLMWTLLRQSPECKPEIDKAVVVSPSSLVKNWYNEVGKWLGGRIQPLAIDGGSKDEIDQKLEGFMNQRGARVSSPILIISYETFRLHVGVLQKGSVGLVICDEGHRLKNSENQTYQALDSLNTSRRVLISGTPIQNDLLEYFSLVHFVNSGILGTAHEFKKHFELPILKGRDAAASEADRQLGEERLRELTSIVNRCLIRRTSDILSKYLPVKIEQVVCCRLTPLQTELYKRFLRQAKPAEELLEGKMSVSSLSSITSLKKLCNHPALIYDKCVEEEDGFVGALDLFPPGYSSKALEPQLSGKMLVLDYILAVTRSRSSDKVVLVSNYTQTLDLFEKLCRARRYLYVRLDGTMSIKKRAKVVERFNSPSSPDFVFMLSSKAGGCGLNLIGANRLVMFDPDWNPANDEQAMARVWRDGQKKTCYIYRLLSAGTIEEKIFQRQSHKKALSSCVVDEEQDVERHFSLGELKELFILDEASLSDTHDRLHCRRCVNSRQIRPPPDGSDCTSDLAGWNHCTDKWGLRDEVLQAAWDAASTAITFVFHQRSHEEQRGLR
E-selectin induc: E-selectin induction on HUVECs; P16581; HUVEC E-selectin immunofluorescence imaging; normalized: neutral wells 0, TNF-alpha wells 100; activation, % at 7.58 µM; 0.37% of 260,000 active; AID 686992;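 active means mean E-selectin-positive cell signal at least 10% of the positive control, reached in at least 60% of replicates, without over 20% cell loss; inconclusive means no rule given, readout overlaps actives, possibly toxicity-flagged; inactive means the rest, including those meeting only one limit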;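 further: in these data hits start at about 27%; measured in HUVEC primary endothelial cells; signal is the percent of cells scored E-selectin positive by PE staining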
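material = human umbilical vein endothelial cells (HUVEC), E-selectin induction | quantity = 3,000 cells/well | medium = EGM-2 growth medium on 0.1% gelatin-coated wells | technique = immunofluorescence imaging | read-out basis = % PE-positive cells | control set = TNF-alpha positive control, DMSO neutral control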
Casp6 inh: inhibitors of human caspase-6; 0.53% of 350,000 active; P55212; purified caspase-6, Z-VEID-R110 cleavage fluorescence; inhibition, % at 12.5 µM;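 active means mean inhibition across replicates at least about 35%, with every replicate also reaching that limit, limit read from the data; inconclusive means only one of the two criteria met; inactive means neither criterion met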;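 further: 0% = median of neutral control wells and 100% = no fluorescence left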
Target sequence (P55212 24-179 limits assumed): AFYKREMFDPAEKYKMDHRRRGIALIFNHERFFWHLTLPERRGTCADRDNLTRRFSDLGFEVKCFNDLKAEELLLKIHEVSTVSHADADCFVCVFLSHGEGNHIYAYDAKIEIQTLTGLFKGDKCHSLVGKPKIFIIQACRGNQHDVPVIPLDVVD
Target sequence (P55212 194-293 limits assumed): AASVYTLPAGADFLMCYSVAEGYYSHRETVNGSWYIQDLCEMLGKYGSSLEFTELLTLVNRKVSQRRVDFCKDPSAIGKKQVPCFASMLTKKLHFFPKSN
INS-1E GSIS act: GLuc luminescence reporter in INS-1E cells, primary screen for activators of glucose-dependent secretion of insulin. 0.61% of 370,000 active. activation, % at 16.6 µM. INS-1E GLuc reporter insulin secretion, 2-3 h;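 active means lowest replicate activation of at least 40%, so every replicate reaches that level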;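 further: 0% = median of neutral control wells and 100% = median of IBMX positive control wells; some compounds called inactive have numbers as strong as hits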
DENV2 CPE rescue: DENV2-induced cell death inhibition; DENV2-infected cells, cytopathic effect rescue, plate reader; CPE inhibition, % at 9.99 µM; 1.7% of 350,000 active; in the data active means CPE inhibition above about 20%, passing the limit was not always enough; inconclusive means no clear call, values can overlap the other calls; tested in BHK-21 cells;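 further: 0% = median of neutral control wells and 100% = median of positive control wells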
* = called active by the depositor; ? = inconclusive; . = not tested or not shown; & = joins results of further samples.

SMILES	XiGFP reactiv	RAD52 anneal inh	F508del corr	RAD54 inh	E-selectin induc	Casp6 inh	INS-1E GSIS act	DENV2 CPE rescue
C/C=C/c1ccc([C@H]2[C@@H](CO)N(C(=O)CC)[C@H]2CNC(=O)CC2CC2)cc1	0.2	.	0.8	-3	0.0	.	0	-11
CCN(CC)S(=O)(=O)c1ccc(Cl)c(NC(=O)COc2ccccc2[N+](=O)[O-])c1	-0.2	11	.	.	-2.4	-2	-13	-5
COc1cccc(C(=O)NC2CC3CCCC(C2)N3S(=O)(=O)c2ccccc2)c1 (configuration not stated)	-0.3	-9	-2.4	.	0.8	0	-16	-3
O=C(C[C@H]1C=C[C@H](NC(=O)Nc2ccc(C(F)(F)F)cc2)[C@@H](CO)O1)NCc1cc(F)cc(F)c1	0.2	-1	3.9	-19	0.1	-2	5	-11
C[C@@H]1CCCCO[C@H](CN(C)CC2CC2)[C@H](C)CN([C@@H](C)CO)C(=O)c2cc(NC(=O)Nc3ccc(F)cc3)ccc2O1	0.4	24	-3.1	5	-0.2	3	-5	-10
O=C(OCC(=O)N1CCCC1)c1cc(=O)c2ccccc2o1	0.2	1	-1.6	7	0.0	-2	-1	-2
COc1cccc(S(=O)(=O)N2CC[C@@H]3[C@H]2c2cc(C4=CCCCC4)ccc2N(C)[C@H]3CO)c1	0.1	.	2.0	-7	0.4	.	3	-9
CN1C[C@@H](O)COC[C@@H]2O[C@@H](CC(=O)NC3CCCC3)CC[C@H]21	0.2	7	1.0	-4	0.0	3	14	-7
Cc1cc(Cl)ccc1C(=O)C1CCCN(C(=O)CCn2cnnn2)C1 (configuration not stated)	0.0	-2	0.4	.	.	0	3	2
CN(C)c1ccc(C(=O)N/N=C/c2ccccn2)cc1	0.4	-1	2.4	10	0.0	2	5	6
CN(C)C(=O)c1nc2ccc(Cl)cn2c1CN1CCN(c2ncccn2)CC1	0.4	-18	-0.3	-3	-0.2	2	7	-3
O=C(NNC(=O)c1ccc(Cl)cc1Cl)c1ccncc1	0.0	-13	.	.	-0.2	-1	-3	1
COc1ccc(S(=O)(=O)Nc2cccc3c2O[C@H](CN(C)S(=O)(=O)c2cn(C)cn2)[C@H](C)CN([C@@H](C)CO)C3=O)cc1	0.4	1	-2.7	-4	0.1	-2	7	17
C[C@H]1CN([C@@H](C)CO)S(=O)(=O)c2ccc(-c3cccc(C#N)c3)cc2O[C@H]1CN(C)C	0.0	-1	.	-3	-0.2	3	10	14
COc1ccc(CNC(=O)c2c(F)c(F)c(F)c(F)c2F)cc1	0.0	12	.	.	-2.3	4	.	-1
CCCC(=O)Nc1ccc2c(c1)OC[C@@H](C)N(C(=O)c1ccccc1F)C[C@@H](C)[C@H](OC)CN(C)C2=O	-0.7	.	-1.7	.	2.5	.	-19	.
O=C(Nc1cc(C(F)(F)F)ccc1Cl)C(NCc1ccccc1)c1ccccc1 (configuration not stated)	0.0	.	.	-6	-0.8	.	-37	.
COCC(C)OC(=O)/C(C#N)=C\c1coc2ccc(C)cc2c1=O (configuration not stated)	-0.1	-16	.	.	.	-1	-9	?
Cc1cc(=O)[nH]c(N/N=C/c2ccc(-c3ccc(F)cc3)o2)n1	0.1	-7	3.2	-17	-0.1	-3	-11	16
CCN(C(=O)Cn1nc(C)n2c(cc3cc(C)ccc32)c1=O)c1ccccc1	0.0	-6	2.9	-18	.	6	-13	1
COCCNC(=O)C[C@H]1C=C[C@H](NC(=O)NC2CCCC2)[C@H](CO)O1	0.0	-6	1.4	2	0.5	-1	3	7
CCOc1ccc(N=Cc2ccccc2O)cc1	-0.2	-2	-6.4	10	.	1	1	-4
COc1ccc(C#Cc2ccc3c(c2)[C@H]2[C@H](CCN2C(=O)c2ccccn2)[C@@H](CO)N3)cc1	0.1	19	2.8	.	-0.1	2	2	-12
COc1ccccc1CNC(=O)COC(=O)c1ccc(Cl)nc1	-0.1	-14	0.1	-4	-0.2	-2	0	-5
COc1cc2c(C#CCCO)c(-c3ccsc3)oc(=O)c2cc1OC	0.0	-16	14*	19	-0.2	-1	15	2
C[C@@H]1CN([C@@H](C)CO)C(=O)c2cc(NC(=O)C3CC3)ccc2O[C@H]1CN(C)C(=O)Nc1ccc(F)cc1	0.2	8	0.3	6	-0.1	1	6	-1
COc1ccc(OC)c(NC(=O)Cn2c(=O)n(CC3CCCO3)c(=O)c3cc(OC)c(OC)cc32)c1 (configuration not stated)	0.2	-5	-0.6	0	-1.8	1	2	4
O=C(NC1CCN(Cc2ccccc2)CC1)c1cccc(NS(=O)(=O)c2ccc(Br)cc2)c1	0.2	-5	3.3	2	0.1	2	-58	0
N#C/C(C(=O)NCc1ccccc1)=C1/SC(Cc2ccc(Cl)cc2)C(=O)N1c1ccccc1 (configuration not stated)	0.5	-25	0.2	-4	-0.2	2	-4	-3
O=C(CSc1nc2[nH]ncc2c(=O)[nH]1)Nc1ccc(Cl)c(Cl)c1	-0.1	-8	-2.5	.	3.5	2	-16	5
C[C@@H]1CCCCO[C@H](CN(C)C(=O)Nc2ccc(F)cc2)[C@H](C)CN([C@@H](C)CO)C(=O)c2cc(NC(=O)Nc3ccc(C(F)(F)F)cc3)ccc2O1	0.3	-32	2.1	5	0.3	0	-11	3
O=C(CCc1nnc2ccc(NCc3ccc(Cl)cc3)nn12)NC1CCCCC1	0.0	-5	-0.4	-10	0.1	0	1	-7
Cc1ccccc1NC(=O)Cc1nc(COC(=O)C(C)(C)Oc2ccc(Cl)cc2)cs1	-0.1	-5	3.0	-7	0.0	-1	-31	45*
N#C[C@@H]1[C@@H](c2ccc(C#CC3CCCC3)cc2)[C@H](CO)N1S(=O)(=O)c1ccccc1	0.0	0	3.4	-23	-0.6	1	2	0
CCc1ccccc1NS(=O)(=O)Cc1ccccc1	0.1	4	-2.7	-4	.	2	6	-3
C[C@@H]1CN([C@@H](C)CO)C(=O)c2cc(NS(=O)(=O)c3ccc(F)cc3)ccc2O[C@@H]1CN(C)S(=O)(=O)c1cn(C)cn1	-0.1	8	1.1	.	-0.1	-1	13	7
CN(C)C(=O)Oc1cccc([N+](C)(C)C)c1	-0.1&0.0	-7&-1	2.6&6.9	13&-5&-8&-12	1.6&0.0	-5&3	.	3&-8
CC(C)NC(=O)Nc1ccc2c(c1)CC(=O)N([C@H](C)CO)C[C@@H](C)[C@@H](CN(C)Cc1ccc(-c3ccccc3)cc1)O2	-0.9	9	-2.6	-15	.	0	-14	-2
CCc1ccc(NC(=O)c2ccc3c(c2)C(=O)N(Cc2ccco2)C3=O)cc1	0.4	-24	7.1	5	0.1	8	-16	5
CC1CCN(C(=O)COC(=O)/C=C/c2ccc(Br)o2)CC1	0.0	-24	2.1	-4	-0.4	15	.	0
COc1ccc(NC(=O)COCC(=O)Nc2ccc(C)cc2)cc1	0.0	-13	-0.9	-5	.	0	.	-3
COc1cccc(/C=C2/SC(=S)N(CCC(=O)N3CCOCC3)C2=O)c1	0.4	-10	0.3	-5	.	-2	73	-4
C=CCN(Cc1nc(-c2ccc(OC)c(OC)c2)oc1C)C1CCS(=O)(=O)C1 (configuration not stated)	0.2	-7	-3.4	.	.	0	10	.
Cc1ccc(S(=O)(=O)Nc2ccc3c(c2)C(=O)N([C@@H](C)CO)C[C@@H](C)[C@H](CN(C)C(=O)Nc2ccc4c(c2)OCO4)O3)cc1	0.0	.	0.1	.	-0.2	.	5	.
C[C@H](CO)N1C[C@H](C)[C@@H](CN(C)CC2CC2)Oc2cc(-c3cncnc3)ccc2S1(=O)=O	0.4	13	-1.7	-7	0.2	1	1	-8
C/C=C/c1ccc([C@H]2[C@@H](CNC(C)=O)N(Cc3ccccn3)[C@H]2CO)cc1	0.2	.	1.7	3	0.3	.	0	3
COc1ccc(OC)c(CN2C(=O)CCC2(C)c2nnnn2Cc2ccccc2)c1 (configuration not stated)	-0.1	4	6.1	.	0.3	-1	2	-12
[O-]/C(=C(\C(=S)Nc1ccc(SC(F)F)cc1)[n+]1ccccc1)c1cc(Cl)ccc1Cl	-0.1	-24	4.1	.	3.9	17	-12	2
O=C(c1ccc(F)cc1)N1CC(=O)N2[C@H](CO)[C@@H](c3ccc(C4=CCCC4)cc3)[C@H]2C1	0.9	-5	1.1	.	0.5	.	11	6
CS(=O)(=O)Nc1ccc2c(c1)[C@@H]1C[C@@H](CC(=O)NCc3ccccc3F)O[C@H](CO)[C@@H]1O2	0.1	7	-3.7	11	0.0	-1	0	3

The results go on.
SMILES	XiGFP reactiv	RAD52 anneal inh	F508del corr	RAD54 inh	E-selectin induc	Casp6 inh	INS-1E GSIS act	DENV2 CPE rescue
CC(=O)Nc1ccc(OCC(=O)NCc2ccccc2)cc1	0.1	-13	.	.	.	-1	-3	0
CCOC(=O)c1cc2c(c(CCO)n1)[C@H](CCO)N(S(=O)(=O)C(C)(C)C)C2	-0.1	-15	0.2	1	-0.1	3	1	4
COc1ccc(-c2ccc(C(=O)Nc3cc(OC)c(OC)c(OC)c3)c3occc23)c(C)c1	0.1	12	-1.2	8	-0.1	-4	-9	0
CCS(=O)(=O)Nc1ccc2c(c1)C(=O)N(C)C[C@@H](OC)[C@H](C)CN[C@@H](C)CO2	-0.2	-22	.	-6	0.2	-3	-3	-6
Cc1ccc(NC(=S)NCCc2ccc(S(N)(=O)=O)cc2)c(C)c1	.	0	.	-1	.	0	16	.
O=C(COc1cccc(NC(=O)c2ccccc2)c1)c1ccc(F)cc1	0.0	-14	-0.6	.	.	-4	0	-5
C[C@H](CO)N1C[C@H](C)[C@H](CN(C)C(=O)Nc2ccccc2)Oc2ccc(NC(=O)Cc3cn(C)c4ccccc34)cc2C1=O	0.1	-7	0.8	-9	0.9	2	1	2
Cc1cc2c(c(=O)o1)[C@@]1(C(=O)N(C)c3ccccc31)C1=C(CC(C)(C)OC1=O)O2	0.3	-17	-2.0	.	0.1	-5	.	?
Cc1noc(C)c1NC(=O)Nc1ccc2c(c1)C(=O)N([C@@H](C)CO)C[C@@H](C)[C@@H](CN(C)S(=O)(=O)c1ccccc1)OCCCC[C@@H](C)O2	0.1	4	2.9	1	-0.1	0	-12	-3
O=C(CSc1nnc2ccc(-c3ccncc3)nn12)c1cccs1	0.1	-25	0.5	8	-0.2	1	4	5
CCOc1cnc(C(=O)NNC(=O)C(Br)C(C)C)o1 (configuration not stated)	0.1	-18	1.6	.	.	0	13	1
Oc1ccc(Cl)cc1N=Cc1sc2ccccc2c1Cl	0.0	-4	-3.2	.	.	-1	1	1
COc1ccc(C(=O)CCN2CCN(c3ccc(OC)cc3)CC2)cc1	-0.1	-11	0.7	-5	-0.1	0	-16	?
CC(=O)N1CC[C@H]2[C@@H]1c1cc(-c3ccc(C#N)cc3)ccc1N(C)[C@H]2CO	0.0	10	3.1	15	1.0	-2	12	?
COc1ccc(-c2cnc3c(c2)C(=O)N([C@H](C)CO)C[C@@H](C)[C@@H](CN(C)Cc2cccnc2)O3)cc1	0.8	3	-1.1	1	-0.9	-1	15	?
CC1CCCC(C)N1C(=O)COC(=O)C12CC3CC(CC(Cl)(C3)C1)C2 (configuration not stated)	-0.1	-1	-3.3	-6	.	1	-33	-6
